# ERK AVP inh: qHTS Assay for Inhibitors of the ERK Signaling Pathway using a Homogeneous Screening Assay. Potency, µM (top dose mostly 57.5 µM), without a hit: at the highest dose activity, negative = inhibition, actives largely listed as inhibitors. actives 0.99% (n = 72,000). HEK293-V1b, vasopressin-stimulated pERK AlphaScreen; further: potency means the concentration at half of the fitted maximal effect; on the % scale 0 is the no-effect control and ±100 the full control effect; nearly all actives have a fitted effect of over 55% in size
#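 Phosphorylated ERK1/2 detected via AlphaScreen bead proximity in lysates of V1b-expressing HEK293 cells given 25 nM vasopressin for 5 min after 30 min compound exposure (37 °C). AC50 from Hill equation; basal DMSO 0%, vasopressin 100%.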
# CRE-bla Fsk: Cell signaling CRE-BLA (Fsk stim); AID 662, 2007; CHO CRE-bla reporter (cAMP response element driving beta-lactamase), forskolin EC10, beta-lactamase ratio; actives 2.5% (n = 71,000); Potency, µM (titrated, usually from 38.2 µM), inactives show top-dose activity change, negative = inhibition, usual class: activators; active means well fitted activation curve with a large enough effect in the signal ratio, with a control signal flat, not every such curve was filed as active; inconclusive means small, poorly fitted or top-dose-only effect, or effect the other way, or a change in a side signal; the % refers to the signal ratio; further: potency means the concentration at half of the fitted maximal effect; % of control where 0% means no effect
#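 Reporter-gene assay: CHO cells with beta-lactamase behind cAMP responsive elements, co-treated with compound and EC10 NKH 477 for 3 hours at 37 degrees Celsius. Activity came from the 460/530 nm CCF4 emission ratio.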
# UbGFP stabilizer: Ubiquitin-GFP Assay; AID 526, 2006; Ubiquitin-GFP reporter cells, proteasome inhibition, GFP fluorescence; response scale: untreated = 0%, 10 µM MG-132 = 100%; Potency, µM (series often up to 45.9 µM), for inactives: at the highest dose activation (GFP accumulation), usual class: activators; 67,000 tested, under 10 active; active means well fitted activation curve with a large enough effect, not every such curve was filed as active; inconclusive means small, poorly fitted or top-dose-only effect, or another doubt; inactive means no such curve, though single readings can be large or run the other way; further: potency means the concentration at half of the fitted maximal effect
#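 Reporter cells (U2OS, ubiquitin-G76V-GFP fusion) are plated overnight, then treated 4 hr at 37 °C with compound titrations from 46 uM down to 2.9 nM. Activity is scaled against untreated cells and 10 uM MG-132.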
# GFP derepression: qHTS Assay for Epigenetic Modulators. mouse C127i GFP locus derepression, cytometry, 30 h. Potency, µM (top dose mostly 46.1 µM), inactives show at the highest dose GFP derepression (activation). actives 0.09% (n = 68,000). AID 597, 2007; further: % of control where 0% means no effect
#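 Read-out is the number of GFP-positive cells, scored as fluorescent objects 20 to 120 um wide, reflecting derepression of a silenced CMV-GFP reporter in murine C127i cells after 30 h compound exposure at 37 C.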
# ALOX15 inhib: qHTS Assay for Inhibitors of 15-hLO (15-human lipoxygenase). purified 15hLO-1, xylenol orange hydroperoxide absorbance. Potency, µM (highest dose often 57.1 µM), for the others: at the highest dose activity change, negative = inhibition, usual class: inhibitors. actives 1.4% (n = 74,000). Polyunsaturated fatty acid lipoxygenase ALOX15 (Homo sapiens), P16050; further: potency means the concentration at half of the fitted maximal effect; on the % scale 0 is the no-effect control and ±100 the full control effect; nearly all actives have a fitted effect of over 55% in size
#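 Inhibition is scored from a chromogenic endpoint. After 15 min enzyme-compound contact, arachidonic acid (50 uM final) reacts 6 min with 40 nM 15hLO-1 at room temperature, then Fe-XO reagent is added for 30 min and absorbance ratio recorded.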
# Tau filament bind: qHTS Assay for Tau Filament Binding. recombinant tau filaments, thioflavin S fluorescence, 15 h; filaments grown with octadecylsulfate alongside compound. Potency, µM (series often up to 57.1 µM), without a hit: at the highest dose activity change, negative = inhibition. actives 2% (n = 71,000). AID 596, 2007;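 further: potency means the concentration at half of the fitted maximal effect; on the % scale 0 is the no-effect control and ±100 the full control effect; actives lower thioflavin S fluorescence by blocking filaments or displacing dye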
#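 Assay mix: 1 uM His-tagged tau, 30 uM sodium octadecylsulfate, thioflavine S dye in HEPES/NaCl/DTT buffer. Compound is added prior to the inducer. Fluorescence after 15 h at 37 C.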
# Luciferase inh: qHTS Assay for Inhibitors of Firefly Luciferase. Luciferin 4-monooxygenase (Photinus pyralis), P08659. purified firefly luciferase, luminescence, 8 min. Potency, µM (titrated, usually from 57.1 µM), without a hit: at the highest dose activity change, negative = inhibition, hits mostly inhibitors. actives 2.2% (n = 72,000). AID 411, 2009; further: potency means the concentration at half of the fitted maximal effect; on the % scale 0 is the no-effect control and ±100 the full control effect; nearly all actives have a fitted effect of over 40% in size
# Target sequence (P08659 whole entry, looked up): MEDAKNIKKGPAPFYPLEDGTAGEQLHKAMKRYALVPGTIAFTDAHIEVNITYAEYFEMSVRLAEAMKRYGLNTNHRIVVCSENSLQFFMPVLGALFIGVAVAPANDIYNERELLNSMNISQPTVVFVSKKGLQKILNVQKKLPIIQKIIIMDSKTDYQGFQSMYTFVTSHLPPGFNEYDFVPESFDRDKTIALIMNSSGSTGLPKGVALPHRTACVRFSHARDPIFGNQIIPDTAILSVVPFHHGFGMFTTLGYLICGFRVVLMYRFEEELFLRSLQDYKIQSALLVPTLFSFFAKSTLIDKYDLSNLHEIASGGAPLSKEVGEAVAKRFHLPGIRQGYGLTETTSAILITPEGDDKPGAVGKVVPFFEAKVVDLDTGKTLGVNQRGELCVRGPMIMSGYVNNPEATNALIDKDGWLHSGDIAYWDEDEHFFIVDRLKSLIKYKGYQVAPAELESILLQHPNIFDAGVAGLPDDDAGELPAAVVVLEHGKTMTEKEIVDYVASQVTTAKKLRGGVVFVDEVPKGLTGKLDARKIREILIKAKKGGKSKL
#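 Compounds were tested as concentration series (qHTS) against purified P. pyralis luciferase with luciferin and 10 uM ATP in 50 mM imidazole pH 7.2, 50 mM KCl, 7 mM MgCl2, 0.01% Tween 20, 0.05% BSA. Luminescence was read after 8 min at ambient temperature.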
# HBB splice mod: qHTS Assay for Modulators of Hemoglobin Beta Chain Splicing | HBB splicing reporter cell assay, activation; EGFP reporter with mutant IVS2-654 intron; response scale: normalised to 500 nM splice-correcting PNA | Potency, µM (highest dose often 46.1 µM), inactives show at the highest dose activation, hits mostly activators | actives 0.06% (n = 65,000) | AID 925, 2007; further: potency means the concentration at half of the fitted maximal effect; 0% is about no effect
#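 Compounds were applied for 2 days to HeLa EGFP-654 cells, 500/well in Optimem with 2% FCS. The reporter's EGFP is disrupted by mis-splicing of beta-globin intron IVS2-654. Readout: summed well GFP fluorescence from 488 nm laser scanning; reference was 500 nM antisense […] 654 PNA.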
# Pol III holo inh: qHTS Assay for Inhibitors of DNA Polymerase III Holoenzyme System. reconstituted DNA polymerase III holoenzyme replication, biochemical. Potency, µM (top dose mostly 57.1 µM), for the others: at the highest dose activity change, negative = inhibition. actives 0.25% (n = 71,000). AID 603, 2007; further: potency means the concentration at half of the fitted maximal effect; on the % scale 0 is the no-effect control and ±100 the full control effect
#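 Reconstituted *E. coli* holoenzyme (0.35 nM Pol III, 1 nM beta, 154 nM SSB, 2 nM primase) was preincubated with compound for 15 min at RT. Synthesis on 1.4 nM ssM13Gori ran 35 min, then was stopped with PicoGreen/EDTA and read as dsDNA fluorescence.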
# Hsp90 Hop PPI: qHTS Assay for Disrupters of an Hsp90 Co-Chaperone Interaction; Hsp90 C-terminal peptide / TPR2A (Hop) interaction, human; AlphaScreen TPR2A-His6 binding biotin-Hsp90 C-terminal peptide; Potency, µM (titrated, usually from 57 µM), inactives show top-dose activity change, negative = inhibition; actives 0.44% (n = 71,000); active means well fitted curve in either direction with a large enough effect; inconclusive means small, poorly fitted or top-dose-only effect, or another doubt; further: potency means the concentration at half of the fitted maximal effect; on the % scale 0 is the no-effect control and ±100 the full control effect; many of its hits are not listed in these tables
# HADH2 inh: qHTS Assay for Inhibitors of HADH2 (Hydroxyacyl-Coenzyme A Dehydrogenase, Type II). 3-hydroxyacyl-CoA dehydrogenase type-2 (Homo sapiens), Q99714. recombinant HADH2, NADH fluorescence, beta-hydroxybutyryl-CoA. Potency, µM (highest dose often 57.1 µM), for the others: at the top dose activity change, negative = inhibition, usual class: inhibitors. actives 3.4% (n = 73,000); further: potency means the concentration at half of the fitted maximal effect; on the % scale 0 is the no-effect control and ±100 the full control effect; nearly all actives have a fitted effect of over 60% in size; many of its hits are not listed in these tables
# Target sequence (Q99714 whole entry, looked up, one chain of several): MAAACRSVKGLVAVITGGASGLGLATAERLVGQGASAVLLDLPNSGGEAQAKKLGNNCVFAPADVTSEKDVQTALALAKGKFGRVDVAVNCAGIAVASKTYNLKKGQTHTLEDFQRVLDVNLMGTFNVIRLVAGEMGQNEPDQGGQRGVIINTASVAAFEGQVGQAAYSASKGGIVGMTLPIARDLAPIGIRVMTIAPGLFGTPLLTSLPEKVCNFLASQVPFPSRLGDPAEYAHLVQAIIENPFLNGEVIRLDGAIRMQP
#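 Activity measured as NADH fluorescence gain (360/450 nm), taken as the change between first and last reads of a 4-min kinetic run. Conditions: pH 9.0 Tris buffer, 20 nM E. coli-expressed His-tagged enzyme, 1 mM NAD+, 90 uM beta-hydroxybutyryl-CoA; 15-min compound preincubation.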
# Starred values were filed as active, the others as inactive; ? = inconclusive; · = no result given; [ ] = dose if it differs, or a comment. Unless noted, the call rests on the fitted dose curve; in most records, active means well fitted curve in the direction sought with a large enough effect; inconclusive means small, poorly fitted or top-dose-only effect, or another doubt; inactive means no such curve, though single readings can be large; an effect the other way counts as inactive or inconclusive.
compound | ERK AVP inh | CRE-bla Fsk | UbGFP stabilizer | GFP derepression | ALOX15 inhib | Tau filament bind | Luciferase inh | HBB splice mod | Pol III holo inh | Hsp90 Hop PPI | HADH2 inh
Cc1cc(N)c2ccccc2[n+]1CCCCCCCCCCCCCC[n+]1c(C)cc(N)c2ccccc21 | -12% | 7% | -9% | -1% | ? | · | -1% | -0.9% | ? | ? | ?
CC(C)OCCCNC(=O)Cn1ncc2c(=O)oc3ccccc3c21 | 3% | 3% | 25% | 0% | 11% | 10% | 0% | -2.2% | -1% | -3% | 4%
O=S(=O)(c1cccc2nsnc12)N1CCc2ccccc21 | ? | -10% | · | 0% | 0% | ? | -2% | -0.4%[0.369 µM] | -6% | -25% | 2%
CC(C)(C)c1nc(CN2CCCCC2)cc(CN2CCCCC2)c1O | -28% | -2% | 3% | -7% | 7% | 122% | 2% | 0.9% | -1% | -8% | -5%
CC1CCN(C(c2ccc(N(C)C)cc2)c2nnnn2Cc2ccc(F)cc2)CC1 (centres undefined) | -14% | -4% | -1% | -5% | 1% | 1% | 0% | · | 0% | -3% | 2%
COC(=O)c1ccc(C(=O)OC)c(NC2=NS(=O)(=O)c3ccccc32)c1 | -16% | 4% | 5% | -2% | -3% | 0% | -1% | -2.0% | -1% | -4% | ?
CCCC(c1nnnn1Cc1ccc(OC)cc1)N1CCC(C(N)=O)CC1 (centres undefined) | -14% | ? | 0% | 0% | -1% | 13% | 0% | -2.5% | 0% | -2% | 10%
Cc1nc2ccc(NC(=O)Nc3ccnc4cccnc34)cc2o1 | ? | ? | 7% | -1% | -10%[25.6 µM] | ? | 0% | · | -2% | -6% | -5%
OC1CN=C2CCCc3c2n(c2ccc(Cl)cc32)C1 (centres undefined) | -11% | ? | -3% | -3% | ? | 7.9µM* | -1% | 2.1% | -4% | -14% | ?
NCCOc1ccccc1-c1ccccc1 | ? | 3% | 0% | 1% | 25% | ? | 1% | -0.2%[57.5 µM] | 0% | -7% | 9%
COc1ccc(-c2cn3c(C)c(C(=O)NC(C)C)sc3n2)cc1 | 20% | 9% | -4% | -2% | -3% | 10% | -3% | -0.6% | -2% | 3% | 7%
CCn1c(SCC(=O)N2CCOCC2)nc2oc3c(Cl)cc(Cl)cc3c(=O)c2c1=O | -4% | 28% | -1% | 6% | 3% | -8% | 1% | -1.5% | -11% | 0% | 5%
O=C(c1sc2ccccc2c1Cl)N(Cc1cccs1)C1CCS(=O)(=O)C1 (centres undefined) | · | -9% | 6% | · | -11% | 34% | -1% | 0.5% | 10% | 1% | 7%
COC(=O)c1[nH]c2cc(OC)ccc2c1NC(=O)CCN1CCN(c2cccc(C)c2C)CC1 | ? | -3% | -1% | -3% | ? | ? | -1% | 5.6%[0.369 µM] | 5% | -10% | -4%
Brc1ccc(-c2nnc3sc(CN4CCC5(CC4)OCCO5)cn23)cc1 | 1% | -4% | 4% | 4% | 3% | 5% | 2% | 0.3% | 0% | -7% | -1%

# Arranged by molar mass (largest number first): three of the compounds above.
compound | ERK AVP inh | CRE-bla Fsk | UbGFP stabilizer | GFP derepression | ALOX15 inhib | Tau filament bind | Luciferase inh | HBB splice mod | Pol III holo inh | Hsp90 Hop PPI | HADH2 inh
Cc1cc(N)c2ccccc2[n+]1CCCCCCCCCCCCCC[n+]1c(C)cc(N)c2ccccc21 | -12% | 7% | -9% | -1% | ? | · | -1% | -0.9% | ? | ? | ?
CCn1c(SCC(=O)N2CCOCC2)nc2oc3c(Cl)cc(Cl)cc3c(=O)c2c1=O | -4% | 28% | -1% | 6% | 3% | -8% | 1% | -1.5% | -11% | 0% | 5%
COC(=O)c1ccc(C(=O)OC)c(NC2=NS(=O)(=O)c3ccccc32)c1 | -16% | 4% | 5% | -2% | -3% | 0% | -1% | -2.0% | -1% | -4% | ?

# Later entries
compound | ERK AVP inh | CRE-bla Fsk | UbGFP stabilizer | GFP derepression | ALOX15 inhib | Tau filament bind | Luciferase inh | HBB splice mod | Pol III holo inh | Hsp90 Hop PPI | HADH2 inh
Cc1ccc(S(=O)(=O)OC[C@@H]2CN3[C@H](c4ccc(Br)cc4)[C@H](C)CC[C@H]3C(=O)O2)cc1 | 30%[activator][11.5 µM] | · | · | · | 3%[11.4 µM] | · | 0%[11.4 µM] | 2.5%[9.22 µM] | · | · | -6%[11.4 µM]
O=C(CN1C(=O)COc2ccccc21)N(Cc1ccccc1)Cc1ccccn1 | -6% | 0% | 2% | 4% | 5% | 0% | -1% | · | -1% | 0% | 5%
COc1ccc(C(=O)/C=C(\N)C(F)(F)F)c(O)c1 | -28% | 0% | -5% | 0% | -5% | -4% | -28% | 1.0% | -5% | -5% | -7%
Cc1cc(C)c(C#N)c(SCC(=O)Nc2nnc(-c3ccccc3)s2)n1 | -4% | ? | -6% | -3% | -7% | 41% | -6% | -0.8% | -1% | -3% | ?
O=C(C1CCC(=O)N1Cc1ccccc1Cl)N1CCN(c2ccc(F)cc2)CC1 (centres undefined) | 22% | 1% | -6% | -2% | 8% | 9% | 3% | 0.1% | -1% | 2% | 6%
CCCn1c(=O)c(C(=O)Nc2ccccc2C(=O)OC)c(O)c2ccccc21 | -5% | ? | · | 0% | -14% | 240% | 0% | 2.3%[0.369 µM] | -4% | 1% | 75%[activator]
Cc1cccc(NC(=O)COc2ccccc2C)n1 | -16% | -4% | 0% | -4% | 6% | 1% | -12% | 1.6% | 0% | 2% | 3%
COc1ccc(CCNc2oc(COc3ccc(Br)cc3)nc2C#N)cc1OC | 20µM* | ? | -9% | 2% | -14% | 72% | -6% | -1.3% | 0% | ? | -5%
Cc1ccc(N2CC(C(=O)Nc3ccc4c(c3)OCCO4)CC2=O)cc1 (centres undefined) | 8% | -11% | -1% | 0% | 4% | 4% | -2% | -0.4% | -4% | 0% | 0%
COc1ccc(CC(=O)N2CC3(C)CC2CC(C)(C)C3)cc1OC (centres undefined) | 32µM* | ? | -14%[9.17 µM] | -2% | -6%[11.4 µM] | -2%[11.4 µM] | 1% | 0.3%[0.0738 µM] | -4%[11.4 µM] | -8%[11 µM] | -29%[11.4 µM]
O=C(Cn1nc(Cl)nc1Cl)Nc1ccccc1 | -17% | -7% | -2% | 2% | -7% | -11% | -3% | -0.3%[57.5 µM] | -3% | -2% | -3%
O=S(=O)(NCC(c1cccnc1)N1CCN(c2ccc(F)cc2)CC1)c1ccc(F)cc1 (centres undefined) | · | -19% | -4% | · | -2% | 4% | 0% | -0.7% | 0% | -10% | 0%
c1ccc(Cn2c(Sc3nnnn3-c3ccccc3)nnc2-c2ccccc2)cc1 | -20% | -14% | 2% | -2% | -6% | 21% | 3% | -1.1% | 2% | -2% | 9%
COCCn1c(C)cc(C(=O)CSc2nc(C)nc3sc4c(c23)CCC4)c1C | -18% | ? | 3% | 2% | -10% | 3% | 0% | -0.7% | -2% | -5% | 15%
Cc1c(C(=O)N2CCN(c3ncccn3)CC2)sc2nc3n(c(=O)c12)CCCC3 | -8% | ? | -2% | 0% | 4% | 6% | 2% | -1.3%[0.369 µM] | -7% | -5% | 5%
COc1ccc(C)cc1S(=O)(=O)N1CCCC(C(=O)NCC2CCCO2)C1 (centres undefined) | -16% | ? | -1% | 0% | -2% | 14% | 3% | 0.2% | 0% | 0% | 8%
COc1cc2nc(C3CCC3)n(NC(=O)C3CCCC(OC)C3)c(=O)c2cc1OC (centres undefined) | -14% | 12% | 0% | 0% | 4% | -8% | 0% | -4.2% | -2% | -8% | 2%

# Screens from PubChem.

# This is a subset (hit frequency here may not be typical).
